U2OS ROS induce: cancer cell ROS induction; U2OS ROS induction, H2DCF-DA fluorescence; ROS induction (% of piperlongumine), % at 10 µM; 46,000 tested, 2% active; in the data active = ROS induction above about 79%, passing the limit was not always enough; inconclusive = no clear call, values can overlap the other calls;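 note: 0% = DMSO vehicle median and 100% = reference compound median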
* = called active by the depositor; ? = inconclusive. Not all compounds are listed. The share of hits here may be higher or lower than overall.

structure	U2OS ROS induce
CC(C)NC(=O)N(C)C[C@H]1Oc2c(NC(=O)Nc3ccccc3)cccc2C(=O)N([C@@H](C)CO)C[C@H]1C	-11
C[C@@H]1CN([C@H](C)CO)C(=O)CCCn2nncc2CO[C@@H]1CN(C)Cc1cccc(O)c1	39
CCc1cc(OCCCSc2nc(C)cc(=O)[nH]2)ccc1Cl	7
C[C@@H]1CN([C@H](C)CO)C(=O)Cc2cc(NC(=O)CCC(F)(F)F)ccc2O[C@@H]1CN(C)S(=O)(=O)c1ccccc1	-3
COc1ccc(NC(=O)N(C)C[C@H]2Oc3ccc(NS(=O)(=O)c4ccc(Cl)cc4)cc3CC(=O)N([C@H](C)CO)C[C@H]2C)cc1	-2
CCN(C(=O)c1cnccc1C(F)(F)F)c1nc2cc(Cl)ccc2s1	6
Cc1cc(C)c(NC(=O)CN(c2cccc([N+](=O)[O-])c2)S(C)(=O)=O)c(C)c1	10
COC(=O)c1ccc(NC(=O)CCC(=O)c2ccc(F)cc2)cc1	-10
C[C@@H]1CN([C@@H](C)CO)C(=O)Cc2cc(NC(=O)C3CC3)ccc2O[C@@H]1CN(C)S(=O)(=O)c1ccccc1	-8
COc1cc(NC(=O)COc2ccc(Cl)cc2C)c(C(=O)O)cc1OC	62
C[C@@H]1CN([C@H](C)CO)C(=O)c2cccc(NS(=O)(=O)c3ccc(Cl)cc3)c2O[C@@H]1CN(C)Cc1ccc(-c2ccccc2)cc1	39
C[C@H](CO)N1C[C@H](C)[C@@H](CN(C)Cc2ccc(C(=O)Nc3ccccc3N)cc2)Oc2c(NS(=O)(=O)c3ccccc3)cccc2C1=O	18
C[C@@H]1CN([C@@H](C)CO)C(=O)CCCn2nncc2CO[C@H]1CN(C)Cc1ccc(-c2ccccc2)cc1	26
Cc1noc(C)c1NC(=O)Nc1ccc2c(c1)C(=O)N([C@@H](C)CO)C[C@H](C)[C@H](CN(C)Cc1ccc(Oc3ccccc3)cc1)O2	-14
C[C@@H]1CN([C@H](C)CO)C(=O)Cc2cc(NC(=O)Nc3ccc(F)cc3)ccc2O[C@H]1CN(C)CC1CC1	-4
C[C@H]1CN([C@@H](C)CO)C(=O)Cc2cc(NC(=O)CCCCCC(=O)Nc3ccccc3N)ccc2O[C@@H]1CN(C)C(=O)Nc1ccc(C(F)(F)F)cc1	-4
O=C1N(CCS(=O)(=O)c2ccccc2)Cc2ccccc2[C@@H]2OC(c3ccc(OCCCO)cc3)=N[C@]12Cc1ccccc1	387*
CC(C)NC(=O)Nc1ccc2c(c1)C(=O)N([C@H](C)CO)C[C@H](C)[C@@H](CN(C)C(=O)Nc1ccc(F)cc1)O2	-6
Cc1ncsc1CCSc1nc2ccccc2c(=O)n1-c1ccccc1	-19
C[C@H]1CN([C@@H](C)CO)C(=O)c2cc(NC(=O)NC3CCCCC3)ccc2O[C@@H]1CN(C)Cc1ccc2c(c1)OCO2	17

The final two entries of the section before open the next one:
structure	U2OS ROS induce
Cc1ncsc1CCSc1nc2ccccc2c(=O)n1-c1ccccc1	-19
C[C@H]1CN([C@@H](C)CO)C(=O)c2cc(NC(=O)NC3CCCCC3)ccc2O[C@@H]1CN(C)Cc1ccc2c(c1)OCO2	17
COCCOC(=O)N1C(=O)[C@@]2(c3cc(C#CC4=CCCCC4)ccc31)[C@H](c1ccc(OCCO)cc1)N1[C@H](c3ccccc3)[C@H](c3ccccc3)OC(=O)[C@H]1[C@@H]2C(=O)N1CCc2cc(OC)c(OC)cc2C1	39
C[C@@H]1CN([C@H](C)CO)C(=O)c2cccc(NC(=O)C3CCOCC3)c2O[C@@H]1CN(C)C(=O)NC1CCCCC1	-12
COC(=O)CC1=CC(C)(CC(=O)OC)C(C#N)(C#N)C(N)=C1C#N (configuration not stated)	4
CCn1cc(/C=C(\NC(=O)c2ccccc2)C(=O)N2CCCC2)c2ccccc21	-7
Cc1nc2c(=O)n(-c3cc(C(F)(F)F)ccc3Cl)nc(C)c2s1	-11
C[C@H]1CN([C@@H](C)CO)C(=O)c2cccc(NC(=O)Nc3ccccc3)c2O[C@@H]1CN(C)C(=O)Nc1ccccc1	?
CCCN(C)C[C@H]1OCCCC[C@@H](C)Oc2ccc(N(C)C)cc2C(=O)N([C@H](C)CO)C[C@@H]1C	11
COc1ccc(NC(=O)c2ccc(-c3ccc(-c4noc(C)n4)cc3C)cc2)cc1OCCN(C)C	11
CNc1cc(NS(=O)(=O)c2ccc(N)cc2)nc(NC)n1	-12
COC(=O)C1=COC(O[C@@H]2O[C@H](CO)[C@@H](O)[C@H](O)[C@H]2O)[C@H]2[C@@H]1[C@H](OC(=O)CCc1ccc(O)cc1)C[C@]2(C)O (some centres not stated)	-5
CCOC(=O)N(C)C[C@@H]1OCc2cnnn2CCCC(=O)N([C@H](C)CO)C[C@H]1C	-2
COc1ccc(S(=O)(=O)N(C)C[C@@H]2Oc3ncc(/C=C/c4ccccc4)cc3C(=O)N([C@H](C)CO)C[C@@H]2C)cc1	4
C[C@H]1CN([C@@H](C)CO)C(=O)Cc2cc(NC(=O)CCCCCC(=O)Nc3ccccc3N)ccc2O[C@H]1CN(C)C(=O)Nc1cccc2ccccc12	4
C[C@H]1CN([C@@H](C)CO)C(=O)c2cc(NC(=O)Nc3ccccc3)ccc2O[C@H]1CN(C)C(=O)Nc1ccc2c(c1)OCO2	26
C[C@@H]1CN([C@@H](C)CO)C(=O)Cc2cc(NC(=O)Nc3ccc(C(F)(F)F)cc3)ccc2O[C@@H]1CN(C)C(=O)Nc1ccc2c(c1)OCO2	?
CC(C)NC(=O)Nc1ccc2c(c1)C(=O)N([C@@H](C)CO)C[C@H](C)[C@H](CN(C)C)O2	-1
O=S(=O)(NCc1ccc(-c2cccs2)cc1)c1ccc(N2CCOCC2)nc1	2
CCCNc1nc(Cl)nc(NCCC)n1	-4
Cc1cccc(S(=O)(=O)N(C)C[C@H]2OCc3cn(nn3)CCCC(=O)N([C@H](C)CO)C[C@@H]2C)c1	18
CC(=C1C(=O)c2ccccc2C1=O)N1CCC(C(N)=O)CC1	-21

structure	U2OS ROS induce
C[C@@H]1CN([C@H](C)CO)C(=O)c2cc(NC(=O)Nc3ccc(C(F)(F)F)cc3)ccc2O[C@H]1CN(C)Cc1ccc(C(=O)O)cc1	-13
Cc1cc(O)c2c(c1)C(=O)C1=C(C2=O)C(O)C(O)C(O)C1O (configuration not stated)	9
Cc1cc(C)cc(NC(=O)CN(c2ccccc2F)S(C)(=O)=O)c1	-16
C[C@@H]1CN([C@H](C)CO)C(=O)c2cccc(NC(=O)C3CC3)c2O[C@@H]1CN(C)CC1CC1	-5
C=CCNC(=O)[C@@H]1[C@H]2C(=O)O[C@H](c3ccccc3)[C@H](c3ccccc3)N2[C@H](c2ccc(O)cc2)[C@@]12C(=O)Nc1ccc(C#CCC(C(=O)OC)C(=O)OC)cc12	20
C[C@@H]1CN([C@H](C)CO)C(=O)CCCn2nncc2CO[C@H]1CN(C)Cc1cccnc1	-12
CCn1c(=Nc2ccc(C)cc2)ccc2cc(C)ccc21	21
C[C@H](CO)N1C[C@H](C)[C@H](CN(C)Cc2ccccc2)Oc2c(NS(=O)(=O)c3cn(C)cn3)cccc2C1=O	-4
CC(C)NC(=O)N(C)C[C@@H]1Oc2ccc(NC(=O)Nc3ccccc3)cc2CC(=O)N([C@@H](C)CO)C[C@@H]1C	0
C[C@H](CO)N1C[C@H](C)[C@H](CN(C)Cc2ccc(-c3ccccc3)cc2)Oc2ccc(NS(=O)(=O)c3cn(C)cn3)cc2CC1=O	39
Cc1noc(C)c1NC(=O)N(C)C[C@@H]1Oc2c(NS(=O)(=O)c3cccs3)cccc2C(=O)N([C@@H](C)CO)C[C@H]1C	-4
CC(C)NC(=O)Nc1ccc2c(c1)CC(=O)N([C@H](C)CO)C[C@@H](C)[C@@H](CN(C)S(=O)(=O)c1ccccc1)O2	-5
Cc1ccc(S(=O)(=O)Nc2cccc3c2O[C@H](CN(C)Cc2ccccc2)[C@@H](C)CN([C@H](C)CO)C3=O)cc1	-8
C=CCN1C(=O)CN2c3ccccc3C(C)(C)C12C (configuration not stated)	38
COc1ccc(NC(=O)N(C)C[C@H]2Oc3ccc(NC(=O)CCC(F)(F)F)cc3CC(=O)N([C@H](C)CO)C[C@H]2C)cc1	-18
C[C@@H]1CN([C@@H](C)CO)C(=O)c2cccc(NC(=O)C3CCCCC3)c2O[C@@H]1CN(C)C(=O)Nc1ccc(F)cc1	0
O=C(COc1ccccc1CO)Nc1ccccc1	-3
COc1ccc(S(=O)(=O)N(C)CC(=O)Nc2ccccc2Br)cc1Cl	112*
C[C@H](CO)N1C[C@H](C)[C@H](CN(C)Cc2ccc(C(=O)Nc3ccccc3N)cc2)Oc2ccc(NC(=O)C3CC3)cc2C1=O	10
O=C(OCCN1CCCCC1)c1c[nH]c2ccccc12	26

Looked up above.
`O=C(OCCN1CCCCC1)c1c[nH]c2ccccc12` @ U2OS ROS induce: 26
`COc1ccc(NC(=O)N(C)C[C@H]2Oc3ccc(NC(=O)CCC(F)(F)F)cc3CC(=O)N([C@H](C)CO)C[C@H]2C)cc1` @ U2OS ROS induce: -18
`Cc1ccc(S(=O)(=O)Nc2cccc3c2O[C@H](CN(C)Cc2ccccc2)[C@@H](C)CN([C@H](C)CO)C3=O)cc1` @ U2OS ROS induce: -8
`COc1ccc(S(=O)(=O)N(C)CC(=O)Nc2ccccc2Br)cc1Cl` @ U2OS ROS induce: 112*
`C[C@H](CO)N1C[C@H](C)[C@H](CN(C)Cc2ccc(C(=O)Nc3ccccc3N)cc2)Oc2ccc(NC(=O)C3CC3)cc2C1=O` @ U2OS ROS induce: 10
`C[C@@H]1CN([C@H](C)CO)C(=O)CCCn2nncc2CO[C@H]1CN(C)Cc1cccnc1` @ U2OS ROS induce: -12

Later entries.
structure	U2OS ROS induce
O=C(CCCCCCC(=O)Nc1ccccc1O)NN=C1CCCCCCC1	4
Cc1noc(C)c1S(=O)(=O)Nc1cccc2c1O[C@H](CN(C)CC1CC1)[C@H](C)CN([C@@H](C)CO)C2=O	0
CCOc1ccccc1OCC(=O)Nc1sc2c(c1C#N)CCC(C)C2 (configuration not stated)	-5
COc1cc([C@H]2OC[C@H]3[C@@H]2CO[C@H]3c2ccc(OC)c(OC)c2)ccc1O	-3
C[C@H](CO)N1C[C@H](C)[C@H](CN(C)Cc2ccc(C(=O)O)cc2)Oc2ccc(NS(=O)(=O)c3ccccc3)cc2C1=O	-3
C[C@H]1CN([C@@H](C)CO)C(=O)c2cc(NC(=O)C3CCCCC3)ccc2O[C@@H]1CN(C)S(=O)(=O)c1cn(C)cn1	1
C[C@H](CO)N1C[C@H](C)[C@@H](CN(C)Cc2ccc(Oc3ccccc3)cc2)Oc2c(cccc2N(C)C)C1=O	24
CO[C@@H]1C=C[C@@]23c4cc5c(cc4CN(CC2O)[C@H]3C1)OCO5 (some centres not stated)	7
COc1ccc(NC(=O)N(C)C[C@@H]2Oc3ccc(NS(=O)(=O)c4ccc(OC)cc4)cc3CC(=O)N([C@H](C)CO)C[C@H]2C)cc1	9
Cc1cc(Br)ccc1NCc1ccc2c(c1)OCO2	14
COc1ccc(NC(=O)Nc2ccc3c(c2)CC(=O)N([C@@H](C)CO)C[C@@H](C)[C@@H](CN(C)Cc2ccc(C(F)(F)F)cc2)O3)cc1	10
COc1ccc(S(=O)(=O)N(C)C[C@H]2Oc3ccc(NC(=O)NC(C)C)cc3CC(=O)N([C@@H](C)CO)C[C@H]2C)cc1	-5
CNC[C@H]1Oc2ccc(NS(C)(=O)=O)cc2CC(=O)N([C@@H](C)CO)C[C@@H]1C	5
COc1ccc(S(=O)(=O)Nc2ccc3c(c2)C(=O)N([C@@H](C)CO)C[C@H](C)[C@H](CN(C)Cc2ccc(Cl)c(Cl)c2)O3)cc1	14
C[C@@H]1CN([C@@H](C)CO)C(=O)c2cccc(NC(=O)C3CC3)c2O[C@@H]1CN(C)C(=O)Nc1ccc2c(c1)OCO2	67
C[C@H](CO)N1C[C@H](C)[C@H](CN(C)CC2CC2)Oc2ccc(NC(=O)CCCCCC(=O)Nc3ccccc3N)cc2C1=O	-7
O=C(NCc1ccccc1)c1cnn(-c2ccccc2)c1-n1cccc1	-1
C[C@@H]1CN([C@H](C)CO)C(=O)c2cccc(NC(=O)Nc3ccc(C(F)(F)F)cc3)c2O[C@@H]1CN(C)Cc1ccc(C(=O)O)cc1	-8
COc1ccc(/C=N/n2c(=O)c3c(ncn3/N=C/c3ccc(OC)cc3)n(C)c2=O)cc1	3
COc1ccc(NC(=O)Nc2ccc3c(c2)CC(=O)N([C@H](C)CO)C[C@H](C)[C@H](CN(C)Cc2ccc(Cl)c(Cl)c2)O3)cc1	-2

structure	U2OS ROS induce
C[C@@H]1CN([C@@H](C)CO)C(=O)CCCn2cc(nn2)CO[C@@H]1CN(C)C(=O)c1ccc2ccn(C)c2c1	19
COc1cccc(-n2cc(C(=O)NCCc3ccc(S(N)(=O)=O)cc3)c3ccccc3c2=O)c1	-3
C[C@@H]1CN([C@@H](C)CO)C(=O)Cc2cc(NS(=O)(=O)c3ccc(F)cc3)ccc2O[C@@H]1CN(C)Cc1ccc(C(F)(F)F)cc1	28
CCCc1c(C#N)c(N)nc(SCCCN2CCN(c3cccc(Cl)c3)CC2)c1C#N	126*
O=C1N(CCS(=O)(=O)c2ccccc2)c2ccccc2[C@@H]2OC(c3ccc(OCCCO)cc3)=N[C@]12CCS(=O)(=O)c1ccccc1	74
C[C@@H]1CN([C@H](C)CO)C(=O)c2cc(NS(=O)(=O)c3ccc(Cl)cc3)ccc2O[C@@H]1CN(C)CC1CCCCC1	8
C[C@H]1CN([C@@H](C)CO)C(=O)CCCn2nncc2CO[C@H]1CN(C)Cc1ccc2c(c1)OCO2	-5
Cc1ccc(S(=O)(=O)N(C)C[C@H]2Oc3ccc(NS(C)(=O)=O)cc3C(=O)N([C@H](C)CO)C[C@@H]2C)cc1	-2
C[C@@H]1CN([C@@H](C)CO)C(=O)c2cccc(NC(=O)Nc3ccc(C(F)(F)F)cc3)c2O[C@H]1CN(C)Cc1ccc(Cl)c(Cl)c1	17
C[C@H]1CN([C@@H](C)CO)C(=O)CCCn2cc(nn2)CO[C@@H]1CN(C)C(=O)c1ccncc1	3

Assay outcomes (PubChem BioAssay)
